# NPYLR7 agonist: mosquito NPYLR7 agonism; AID 1259423; HEK293T NPYLR7/Galpha15, GCaMP6s calcium fluorescence; 270,000 compounds, 0.15% hits; activation, % at 10 µM; in the data active = activation above about 40%;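 note: 0% = vehicle and 100% = reference agonist at the receptor; some compounds past the cut are filed as inactive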
# mcGAS inh: blocks mouse cGAS activity; recombinant cGAS, Kinase-Glo ATP depletion luminescence; 160,000 compounds, 0.15% hits; inhibition, % at 12.5 µM; AID 1259399;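 note: 0% = negative control wells and 100% = reference inhibitor with no enzyme activity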
# hcGAS lum: inhibitors of human cGAS; Q8N884; recombinant h-cGAS, ATP depletion, Kinase-Glo luminescence; inhibition, % at 12.5 µM; 290,000 compounds, 0.081% hits; AID 1259398;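 note: 0% = vehicle reaction and 100% = reaction without DNA for no activity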
# Target sequence (Q8N884 whole entry, looked up): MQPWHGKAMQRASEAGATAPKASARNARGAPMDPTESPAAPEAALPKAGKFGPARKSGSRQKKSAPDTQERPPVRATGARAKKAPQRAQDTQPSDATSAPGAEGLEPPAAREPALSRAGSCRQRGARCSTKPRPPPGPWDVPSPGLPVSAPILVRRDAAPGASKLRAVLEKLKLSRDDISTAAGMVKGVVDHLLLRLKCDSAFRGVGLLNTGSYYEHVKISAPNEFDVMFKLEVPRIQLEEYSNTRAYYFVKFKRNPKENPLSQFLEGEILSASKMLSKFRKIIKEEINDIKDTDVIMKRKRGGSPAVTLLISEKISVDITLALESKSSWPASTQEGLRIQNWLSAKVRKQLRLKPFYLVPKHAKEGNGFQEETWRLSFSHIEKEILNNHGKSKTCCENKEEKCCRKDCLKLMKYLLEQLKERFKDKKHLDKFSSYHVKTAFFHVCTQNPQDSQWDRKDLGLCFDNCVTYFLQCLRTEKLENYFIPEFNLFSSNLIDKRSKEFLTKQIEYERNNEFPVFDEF
# An asterisk follows results filed as active; · = no result given; & = joins results of further samples. Cut-off read from the data, not from the text of the source, unless noted: active = inhibition above about 40%; inactive = the rest.
SMILES,NPYLR7 agonist,mcGAS inh,hcGAS lum
CCN(CC)C(=O)c1cc(-c2ccc(F)cc2)nc2cc(-c3ccccc3)nn12,8,-10,-9
COc1c(C)c2c(c(O)c1C/C=C(\C)CCC(=O)OCCN1CCOCC1)C(=O)OC2,7,·,-1
O=C(CCCc1ccccc1)Nc1ccnn1C1CCN(C2Cc3ccccc3C2)CC1,0,-2,-3
CC1(C(=O)O)CCCN1C(=O)c1ccc(C(F)(F)F)cc1 (stereo not given),2,·,-19
CSc1ccc(NC(=O)c2cccc(-n3ccc(C)n3)c2)cc1,5,-12,-6
C[C@H](c1ccccc1)N1C(=O)[C@@H]2CN(C(=O)CC(C)(C)CC(=O)O)CCN2C1=O,-7,-5,-6
CCN(CC)c1ccc(/C=N\Nc2cc(N3CCOCC3)nc(N3CCOCC3)n2)cc1,-9,-5,5
Cc1sc2nc(CSc3ccc(Br)cc3)nc(-n3ccnc3)c2c1C,5,·,-11
C=CCn1c(SCC(=O)Nc2ccccc2O)nc2sc(C)c(C)c2c1=O,6,-7,-1
Cc1cccc(C(CC(=O)O)NC(N)=O)c1 (stereo not given),2,2,9
CC(C)c1cc(C(=O)N2CCC3(CC2)c2ccccc2[C@@H](N)[C@@H]3O)cs1,7,·,-4
Cc1cccc(-n2c(SCc3nc(C(=O)Nc4ccc(C)c(C)c4)cs3)nnc2-c2cccs2)c1,14,-4,-8
COc1cccc(CNC(=O)N2CCN(c3ncccc3C(=O)NCC3CCCO3)CC2)c1 (stereo not given),11,-7,-5
CCNC(=O)N1CCc2c(cnc(C)c2-c2noc(-c3ccc(C)cc3)n2)C1,19,·,-9
CCCCCCN1CC2(CCN(C(=O)C3=NNC(=O)CC3)CC2)OC1=O,·,-6,-16
Cc1cc(Oc2ccc3c(c2)OCO3)nc(SCc2ccccc2Cl)n1,11,-6,-3
CCCSc1ncccc1C(=O)Nc1ccc(Cl)cc1,-6,-5,-13
OCCC1CN(Cc2cccn2-c2nccs2)CCN1Cc1ccccc1F (stereo not given),-7,·,-5
COC[C@H]1CCC[C@H]1NC(=O)CCn1cncn1,·,0,12
CCCc1cc(N2CCN(CC)CC2)n2nc3nc(C)cc(C)c3c2n1,4,-8,-11
O=S(=O)(c1ccccc1F)N1CCCc2ccccc21,-7,·,-1
COCCNC(=O)c1coc(CN(Cc2ccc(Cl)c(Cl)c2)C(C)c2ccccc2)n1 (stereo not given),24,-4,-1
Cc1ccsc1CN(C)C(=O)Nc1ccc(-n2ccnn2)cc1,-3,·,-3
Cc1cccc(-c2cc(N)n(-c3ccc(C(=O)N4CCCC5CCCCC54)cc3)n2)c1 (stereo not given),-6,-4,-4
O=C(CN(Cc1ccccc1)c1nc(Cc2ccc(Cl)cc2)ns1)NC(Cc1ccccc1)c1ccccc1 (stereo not given),·,-3,2
CC1(C(=O)Nc2ccccc2Cc2ccccc2)CCN1Cc1csc2ccccc12 (stereo not given),4,·,-3
O=C(NCC1(c2ccccc2)CCC1)C1CCN(c2ccc(C(F)(F)F)cn2)CC1,10,0,-18
CC1c2cc(Br)cnc2NCCC(=O)N1C (stereo not given),3,-2,-7
NC(=O)C1CN(S(=O)(=O)c2ccc(Cl)c(C(F)(F)F)c2)c2ccccc2O1 (stereo not given),0,-10,-9
CCOC(=O)Cn1c(=NC(=O)c2ccc(Cl)s2)sc2cc(S(N)(=O)=O)ccc21,0,·,-5
c1ccc2nc(-c3nn4c(CN5CCCCCC5)nnc4s3)ccc2c1,16,-7,-3
C=CCn1c(SCC(=O)NC(C)C)nc2c([nH]c3ccccc32)c1=O,-3,3,1
Cc1ccccc1CCNC(=O)CSc1nnc(-c2ccco2)n1C,22,·,-12
O=C(C(F)F)N1CCN(Cc2cccc(-c3noc(C4CCCC4)n3)c2)CC1,·,-7,-4
Cc1oc(-c2ccc(C(F)(F)F)cc2)nc1CC(=O)N1CCc2ccccc2C1c1ccc(Cl)cc1 (stereo not given),25,-7,-4
C=C(C)C1CC=C(CN2CCC(C(=O)OCC)CC2)CC1 (stereo not given),-1,·,-5
Cn1c(C(=O)Nc2cnc(C(C)(C)C)nc2)cc(Cl)c1Cl,-22,·,2
CCOC(=O)C(=C1SCCS1)c1ccccc1,8,·,-8
O=C(c1nc(-c2cnccn2)no1)N1CCn2c1nc1ccccc12,0,·,-9
O=C(c1ccco1)N1CCN(c2nccc(-c3ccc(N4CCOCC4)cc3)n2)CC1,29,-8,-4
CCCN(CC1CC1)C(=O)CSc1nnc(NC2CC2)s1,18,·,-1
CCOC(=O)N1CCC(NC(CC)c2ccnn2C)CC1 (stereo not given),·,0,-3
C=Cn1cnc2c1c(=O)n(C)c(=O)n2C,6,1,6
CC(NC(=O)c1ccccc1)C(=O)Nc1nc2c(s1)CCCC2 (stereo not given),4,-9,-4
CCOc1ccc(S(=O)(=O)NCCOc2ccc(-c3ccccc3)nn2)cc1,-4,-9,-8
CC(C)=CC1C(C(=O)NCC(C)(C)N2CCOCC2)C1(C)C (stereo not given),-3,·,-8
Cc1c(C)c(C)c(S(=O)(=O)NCc2nncn2C)c(C)c1C,1,·,-17
CCc1nc2ccc(C(=O)Nc3ccc(OC)c(OC)c3)cn2c1N(CC)C(=O)CCC1CCCC1,13,-4,-4
CCNc1ccc(S(=O)(=O)C(F)(F)F)cc1NC(=O)C12CCC(CC1)C2,-2,·,-7
COc1ccc(/C(C)=N\OCC(=O)N2CCOC(COCc3cccc(C(F)(F)F)c3)C2)cc1 (stereo not given),24,·,-8

# (cont.)
SMILES,NPYLR7 agonist,mcGAS inh,hcGAS lum
COC(=O)C(=O)N1CCN(c2nc3nccc(C(C)(C)C)n3n2)CC1,6,-7,-6
C=CCN1N=C(C)Cn2c1nc1c2c(=O)n(Cc2ccccc2C)c(=O)n1C,0,·,2
CCC(C(=O)NC1CCC(n2cnnc2)CC1)N1Cc2ccccc2C1=O (stereo not given),2,·,-1
COc1ccccc1OCCN1C(=O)C(O)(CC(C)=O)c2ccccc21 (stereo not given),-1,·,-5
CC(C)c1nccn1C(CCn1cncn1)c1ccccc1 (stereo not given),-4,-2,-1
COc1ccc(Cn2c(C(C)C)nc3oc4ccccc4c(=O)c3c2=O)cc1,3,·,-4
CCN1CCN(c2nc(CSc3ncccn3)cc(=O)[nH]2)CC1,1,-2,3
O=C(O)C(Cc1ccccc1)NC(=O)C1CC(c2ccc(F)cc2)=NO1 (stereo not given),1,-5,-2
CC(=O)N1CCCN(CC(=O)NC(C)c2ccc(C)c(C)c2)CC1 (stereo not given),5,-6,-7
Cc1ccccc1Oc1ncccc1CNC(=O)c1ccc2c(c1)OCC(=O)N2,-1,·,-5
O=c1oc(-c2ccc(F)cc2)nc2sc3c(c12)CCC3,6,-5,-5
COC(=O)C1=C(C)N=c2sc(=Cc3cccc4ccccc34)c(=O)n2C1c1cccs1 (stereo not given),-7,-5,-7
CCOC(=O)c1c(NC(=O)c2cccc(OC)c2)sc2c1CCC(c1ccccc1)C2 (stereo not given),5,-5,-5
O=S(=O)(c1ccccc1)c1nc(-c2ccccc2)oc1NCC1CCCO1 (stereo not given),5,-6,-5
COc1ccc(-c2ccc3oc(-c4cccnc4)nc3c2)c(OC)c1OC,2,-1,2
CC(C(=O)NC(C)(C)C)N(C)Cc1cc(Br)cs1 (stereo not given),-7,·,-6
CC(C)CCOc1ccc(NC(=O)C2OC3OC(C)(C)OC3C3OC(C)(C)OC23)cc1 (stereo not given),0,-7,-6
CCCN(C(=O)CN1C(=O)NC2(CCCCCC2)C1=O)C1CCS(=O)(=O)C1 (stereo not given),-5,·,-3
Fc1ccc(-n2nnc3c(SCc4ccccc4)ncnc32)cc1,3,1,1
CCCC(=O)Nc1cccc(C(=O)N[C@H](C)c2cccc(OC)c2)c1,-1,-2,0

# Looked up by structure from above:
SMILES,NPYLR7 agonist,mcGAS inh,hcGAS lum
O=S(=O)(c1ccccc1)c1nc(-c2ccccc2)oc1NCC1CCCO1 (stereo not given),5,-6,-5
O=c1oc(-c2ccc(F)cc2)nc2sc3c(c12)CCC3,6,-5,-5
CCOC(=O)c1c(NC(=O)c2cccc(OC)c2)sc2c1CCC(c1ccccc1)C2 (stereo not given),5,-5,-5
COC(=O)C1=C(C)N=c2sc(=Cc3cccc4ccccc34)c(=O)n2C1c1cccs1 (stereo not given),-7,-5,-7

# Additional results follow:
SMILES,NPYLR7 agonist,mcGAS inh,hcGAS lum
O=C(Cc1csc(NC(=O)c2ccco2)n1)NC1CCc2ccccc21 (stereo not given),17,·,-7
N#CCCN(CCC#N)c1nccs1,4,-8,-10
CCCCOc1ccc(C(=O)N(CCC(C)C)CC(=O)N(CCOC)Cc2cccn2Cc2ccccc2)cc1,11,-3,-2
COc1ccc(-c2nc3cc(C)ccn3c2NC(=O)CCC2CCCC2)cc1OC,-4,-3,2
Cc1cc(C)n2ncc(CN(Cc3c(C)nn(C)c3C)C3CC3)c2n1,3,·,-5
Oc1ccc2ccccc2c1CN1CCC2(CC1)OCCO2,1,·,-19
Cn1/c(=N\NS(=O)(=O)c2ccc(Cl)s2)sc2ccccc21,-5,-8,-4
CCCC(CCC)C(=O)NCCn1ncc2c(=O)n(Cc3cccc([N+](=O)[O-])c3)cnc21,-4,-10,-5
CN(C)CC1[C@H]2CN(C(=O)COCC3CCCCO3)C[C@@H]12 (stereo not given in full),·,-6,-10
COc1ccc(-c2noc(CSc3nnc(C(C)Oc4ccc(Cl)cc4C)o3)n2)cc1 (stereo not given),-6,-4,-7
O=C(Cc1ccc2c(c1)CCC2)Nc1ccccc1N1CCOCC1,-5,·,-9
COC(=O)NC[P+](c1ccccc1)(c1ccccc1)c1ccccc1,4,·,-2
CCOC(=O)C1(CCc2ccccc2)CCN(C(=O)CN2CCOC2=O)CC1,7&16,-5,-7&-2
Cc1cc(NC(C)c2ccccc2)nc(C(C)C)n1 (stereo not given),13,·,-18
CN(Cc1cscn1)C(=O)c1nn(Cc2ccccc2)c2c1CN(C(=O)C(C)(C)C)CC2,32,-7,-20
CCOC(=O)N1CCN(C(=O)c2cc(-c3ccc(OC)cc3)n3nc(C)c(-c4ccccc4)c3n2)CC1,1,-3,1
COc1ccc(O)c(C(=O)NCc2cccnc2N2CCCCCCC2)c1,-2,-12,-4
C/C(=N/N=C1\NC(=O)C(CC(=O)Nc2ccc(Cl)cc2Cl)S1)c1ccc(Cl)cc1 (stereo not given),2,·,-10
O=C(CCl)Nc1nc(-c2cccc([N+](=O)[O-])c2)cs1,11,1,-5
O=C(NCC1(c2ccccc2)CCOCC1)C1CCC(=O)N(CCCc2ccccc2)C1 (stereo not given),5,-4,-3
CN1CCN(CCCN2c3ccccc3Sc3ccc(C(F)(F)F)cc32)CC1,-12&-11&4&-1,-4&-2,3&-2&-8&9&1
CCC(C)C(NC(=O)c1cccc(Br)c1)C(=O)Nc1nnc(-c2cccc(OC)c2)s1 (stereo not given),-1,-5,-5
CCNc1ncc(CN2CCC(O)(c3ccc4nc(C)ccc4c3)CC2)cn1,9,·,-4
CC1Cc2cc(-c3cc(CN)no3)ccc2O1 (stereo not given),3,·,-7
COc1cc(COc2cccc3ccc(N4CCCCC4)nc23)cc(OC)c1,7,-9,-6
CC(C)CN(CC(=O)N(C)c1nccs1)CC(F)(F)F,1,·,-11
CCOc1ccc(-c2n[nH]c(=S)n2-c2ccccc2F)cc1,0,·,3
CCn1c(C)cc(O)c(C(c2cccnc2)N2CCN(C)CC2)c1=O (stereo not given),5,·,-8
CCc1nc(C2CCCN(C(=O)Nc3ccccc3)C2)no1 (stereo not given),9,·,-10
Cc1ccc(-n2ncc(C(=O)N(C)Cc3ccc(C)o3)c2C)cc1,0,·,-6

# A different layout for part of the listing above.
molecule | NPYLR7 agonist | mcGAS inh | hcGAS lum
CCOC(=O)c1c(NC(=O)c2cccc(OC)c2)sc2c1CCC(c1ccccc1)C2 (stereo not given) | 5 | -5 | -5
CCc1nc2ccc(C(=O)Nc3ccc(OC)c(OC)c3)cn2c1N(CC)C(=O)CCC1CCCC1 | 13 | -4 | -4
O=C(Cc1ccc2c(c1)CCC2)Nc1ccccc1N1CCOCC1 | -5 | · | -9
O=C(C(F)F)N1CCN(Cc2cccc(-c3noc(C4CCCC4)n3)c2)CC1 | · | -7 | -4
Cc1cccc(C(CC(=O)O)NC(N)=O)c1 (stereo not given) | 2 | 2 | 9

# Further structures follow.
SMILES,NPYLR7 agonist,mcGAS inh,hcGAS lum
Cc1cccc(Cn2c(=O)c(C(=O)N3CCCC3)nn(-c3ccc(C)c(F)c3)c2=O)c1,17,-5,-5
CCCN(CC(=O)Nc1cc(C(C)(C)C)nn1-c1ccc(Cl)cc1)C(=O)Nc1cc(OC)cc(OC)c1,0,-6,-2
CC(Cn1cnc2ccccc2c1=O)NCc1cccc(-n2cccn2)c1 (stereo not given),-3,·,0
CCNC(=O)N(Cc1cc(N)ccc1N(C)C)C(C)CC (stereo not given),-1,-5,-1
O=C1NCCCCCCN(C(=O)c2cc(C3CC3)[nH]n2)[C@H]2CCCC[C@@H]12,·,-4,-11
CCc1cccc(NC(=O)CC(C(=O)O)c2ccccc2)c1 (stereo not given),6,·,-8
CC(C)CN1C(=O)N(C2Cc3ccccc3C2)C(=O)C12CCN(Cc1ccsc1)CC2,8,-16,-4
CS(=O)(=O)c1ccccc1-c1nc2cc3c(cc2c(=O)o1)OCCCO3,-10,·,7

# Complete entries as entered above. Screens in order: NPYLR7 agonist	mcGAS inh	hcGAS lum
# Shown for CC(C)CN1C(=O)N(C2Cc3ccccc3C2)C(=O)C12CCN(Cc1ccsc1)CC2 = 8	-16	-4
# Shown for CCc1cccc(NC(=O)CC(C(=O)O)c2ccccc2)c1 (stereo not given) = 6	·	-8
# Shown for CS(=O)(=O)c1ccccc1-c1nc2cc3c(cc2c(=O)o1)OCCCO3 = -10	·	7
# Shown for CCCN(CC(=O)Nc1cc(C(C)(C)C)nn1-c1ccc(Cl)cc1)C(=O)Nc1cc(OC)cc(OC)c1 = 0	-6	-2

# Screening results deposited in PubChem by Fisher Drug Discovery Resource Center.
